RMI FANCM FP: blocks RMI1/RMI2 complex binding to FANCM MM2 peptide; Fluorescence polarization, RMI core complex with F-MM2 peptide; hits give low values; hit rate 0.58% among 70,000; FP signal (polarization) at 33 µM; in the data active = FP signal below about 40; also: inactives centre near 61; strong numbers were not always called active; unit not given here
An asterisk follows results filed as active; & = joins results of further samples. An excerpt; count on the stated rates, not on these rows.

The first 7 compounds as a preview:
Screening O=C(NCC1CCN(C2CCCC2)CC1)C(=O)Nc1ccc(F)cc1 returned RMI FANCM FP 79.
CN(c1ccccc1)S(=O)(=O)c1ccc(C(=O)N2CCc3ccccc32)cc1 was read as RMI FANCM FP 56.
`N=c1c2cnn(-c3ccccc3)c2ncn1NC(=S)Nc1ccc(Cl)cc1Cl` gave RMI FANCM FP 51.
For Cc1nnc(NC(=O)CSc2nnc(NC(=O)c3ccco3)s2)s1 the results were RMI FANCM FP 52.
For O=C(NCCc1c[nH]c2ccccc12)c1csc(Nc2ccccc2)n1 the results were RMI FANCM FP 62.
`Cc1cc(C(=O)CSc2nnnn2-c2ccccc2)c(C)n1-c1ccccc1` gave RMI FANCM FP 63.
For CC(C)(C)C(=O)Nc1nc(CC(=O)N2CCN(C(=O)c3ccco3)CC2)cs1 the results were RMI FANCM FP 56.

The whole of this part, repeating the preview:
Screening O=C(NCC1CCN(C2CCCC2)CC1)C(=O)Nc1ccc(F)cc1 returned RMI FANCM FP 79.
CN(c1ccccc1)S(=O)(=O)c1ccc(C(=O)N2CCc3ccccc32)cc1 was read as RMI FANCM FP 56.
`N=c1c2cnn(-c3ccccc3)c2ncn1NC(=S)Nc1ccc(Cl)cc1Cl` gave RMI FANCM FP 51.
For Cc1nnc(NC(=O)CSc2nnc(NC(=O)c3ccco3)s2)s1 the results were RMI FANCM FP 52.
For O=C(NCCc1c[nH]c2ccccc12)c1csc(Nc2ccccc2)n1 the results were RMI FANCM FP 62.
`Cc1cc(C(=O)CSc2nnnn2-c2ccccc2)c(C)n1-c1ccccc1` gave RMI FANCM FP 63.
For CC(C)(C)C(=O)Nc1nc(CC(=O)N2CCN(C(=O)c3ccco3)CC2)cs1 the results were RMI FANCM FP 56.
CSc1cccc2sc(NC(=O)c3ccc(-c4ccccc4)cc3)nc12 was read as RMI FANCM FP 69.
For Cc1ccc2[nH]c(=S)n(C3CC4C=CC3C4)c(=O)c2c1 (centres undefined) the results were RMI FANCM FP 55.
COc1ccccc1NC(=O)NNC(=O)c1cccn(Cc2cccc(Cl)c2)c1=O was read as RMI FANCM FP 68.
COc1ccc(N2CCN(CCNC(=O)Cc3cccs3)CC2)cc1 was read as RMI FANCM FP 62.
For CCNC(=O)c1csc(NC(=O)c2ccccc2SC)n1 the results were RMI FANCM FP 66.
Screening O=C(Nc1ccccc1)/C(=C\c1ccco1)NC(=O)c1cccc([N+](=O)[O-])c1 returned RMI FANCM FP 60.
Screening O=C(O)c1ccccc1NC(=O)c1cc2cc(Br)cc(Br)c2oc1=O returned RMI FANCM FP 60.
For COc1cc([C@@H]2c3cc4c(cc3[C@@H](O[C@@H]3O[C@@H]5CO[C@@H](C)O[C@H]5[C@H](O)[C@H]3O)[C@H]3COC(=O)[C@H]23)OCO4)cc(OC)c1O the results were RMI FANCM FP 67&61.
For CCCN1CCCc2cc(CCNC(=O)C(=O)Nc3ccc(F)c(Cl)c3)ccc21 the results were RMI FANCM FP 69.
For CC1(C)CC(=O)C=C(Nc2ccc(OCC(F)(F)C(F)F)cc2)C1 the results were RMI FANCM FP 61.
Screening COC(=O)c1c(NC(=O)c2cc(C)on2)sc2c1CC(C)(C)NC2(C)C returned RMI FANCM FP 82.
Screening O=C1Nc2ccccc2C12Oc1ccccc1C1CC(c3ccccc3)=NN12 (centres undefined) returned RMI FANCM FP 64.
O=C(Nc1nccs1)c1ccc(N2CCCCS2(=O)=O)cc1 was read as RMI FANCM FP 54.

Looked up by compound from the entries so far:
COc1ccc(N2CCN(CCNC(=O)Cc3cccs3)CC2)cc1 was read as RMI FANCM FP 62.
For CC1(C)CC(=O)C=C(Nc2ccc(OCC(F)(F)C(F)F)cc2)C1 the results were RMI FANCM FP 61.
`Cc1cc(C(=O)CSc2nnnn2-c2ccccc2)c(C)n1-c1ccccc1` gave RMI FANCM FP 63.

The results go on.
Cc1ccc(NC(=O)Cn2nc3ccc(SC(C)(C)C)nn3c2=O)cc1F was read as RMI FANCM FP 66.
`O=C(c1cccc(NS(=O)(=O)c2ccccc2F)c1)N1CCOCC1` gave RMI FANCM FP 72.
Screening COC(=O)Nc1c(C)n(C)n(-c2ccccc2)c1=O returned RMI FANCM FP 60.
O=C(Nc1ccccc1)OCc1cc(-c2ccccc2)c(C(F)(F)F)s1 was read as RMI FANCM FP 56.
Screening O=C(CSc1nc2[nH]ncc2c(=O)[nH]1)Nc1ccc([N+](=O)[O-])cc1 returned RMI FANCM FP 58.
`CCCC(=O)N1N=C(c2ccc(NS(C)(=O)=O)cc2)CC1c1c(F)cccc1Cl` (centres undefined) gave RMI FANCM FP 63.
Screening NC(=O)c1oc2ccccc2c1NC(=O)C1=COCCO1 returned RMI FANCM FP 63.
For O=C(Cn1cnc2c(cnn2C2CCS(=O)(=O)C2)c1=O)OCc1ccccc1 (centres undefined) the results were RMI FANCM FP 61.
Screening Cc1cc(N)n(-c2ncnc3c2cnn3-c2ccc(Cl)cc2)n1 returned RMI FANCM FP 88.
For Cn1c(COc2ccc3c(c2)OCO3)nnc1SCc1ccccc1 the results were RMI FANCM FP 55.
`COc1ccc(-c2cc(C(=O)NC3CCCC3)c3c(C)nn(C4CCS(=O)(=O)C4)c3n2)cc1` (centres undefined) gave RMI FANCM FP 84.
COc1cccc(-c2[nH]ncc2-c2nc(-c3ccc(C)c(C)c3)no2)c1 was read as RMI FANCM FP 103.
`COC(=O)c1c(NC(=O)COc2c(C)cc(Br)cc2C)sc2c1CCC(C)C2` (centres undefined) gave RMI FANCM FP 70.
`CCOC(=O)c1cc(NC(=O)c2cc3ccccc3oc2=O)sc1CC` gave RMI FANCM FP 53.
For COc1cccc(CSc2nc(CC(=O)NCCc3c[nH]c4ccccc34)cc(=O)[nH]2)c1 the results were RMI FANCM FP 64.
COc1cc(/C=C2\SC(=NCC(=O)O)NC2=O)ccc1OCc1ccc(F)cc1 was read as RMI FANCM FP 76.
For CC(=O)c1sc2sc(C(=O)O)c(C)c2c1C the results were RMI FANCM FP 57.
For O=C(CCCSc1ccc(NC(=O)C2CC2)nn1)NCc1cccnc1 the results were RMI FANCM FP 61.
Screening O=c1c2c3c(sc2nc(SCc2nc4ccccc4[nH]2)n1Cc1ccco1)CCC3 returned RMI FANCM FP 62.
Screening O=C(Nc1ccc(-c2cn3c(n2)SCC3)cc1)c1cccnc1Oc1ccccc1 returned RMI FANCM FP 56.
Cc1nc2sccn2c(=O)c1NC(=O)Cc1ccccc1 was read as RMI FANCM FP 64.
For COc1ccc(NC(=O)C(C)(C)CCl)cc1N1CCCCC1=O the results were RMI FANCM FP 65.
Screening Cn1c(=NC(=O)CCCSc2ccc(F)cc2)sc2cc3c(cc21)OCCO3 returned RMI FANCM FP 66.
`Cc1cc(S(=O)(=O)NCc2ccc(N3CCN(C)CC3)cc2)c(C)s1` gave RMI FANCM FP 51.
`CCCCC(=O)NCc1nc(-c2ccc(C(F)(F)F)cc2)no1` gave RMI FANCM FP 53.
COCCn1c(=NC(=O)c2ccn(C)n2)sc2cc(Cl)ccc21 was read as RMI FANCM FP 69.
Screening O=C1/C(=C/c2csc3ccccc23)CCc2ccccc21 returned RMI FANCM FP 66.
Screening Cc1cccc2sc(NCc3ccccc3)nc12 returned RMI FANCM FP 65.
Screening CC(=O)N(C1=NCCC(=O)S1)c1ccc(Cl)cc1 returned RMI FANCM FP 56.
`Cc1ccc2nc(N(CC3CCCO3)C(=O)c3ccn(C)n3)sc2c1` (centres undefined) gave RMI FANCM FP 67.
CCOC(=O)CNC(=S)NN(C)C was read as RMI FANCM FP 52.
`CCOCCn1c(=NC(=O)c2ccnn2CC)sc2cc(OC)c(OC)cc21` gave RMI FANCM FP 67.
COc1ccc(CCNC(=O)CSc2nc(C)nc3sccc23)cc1OC was read as RMI FANCM FP 70.
Screening Cc1ccc(/C=C/C(=O)Nc2ccc(S(N)(=O)=O)cc2)o1 returned RMI FANCM FP 60.
Cn1nc(C(C)(C)C)cc1C(=O)NCc1ccc2c(c1)CCO2 was read as RMI FANCM FP 55.
For CC(=O)Nc1ccc2c(c1)CN(C(=O)c1ccccc1)CC2 the results were RMI FANCM FP 66.
Screening N#Cc1c(NC(=O)c2cccc(Br)c2)sc2c1CCCC2 returned RMI FANCM FP 60.
For Nc1nnc(SCc2c(-c3ccccc3)nnn2-c2ccc(F)cc2F)s1 the results were RMI FANCM FP 56.
`O=C(CCSc1ccc(Cl)cc1)c1ccc(Cl)cc1` gave RMI FANCM FP 51.
`O=[N+]([O-])c1ccc(CC(O)N2CCN(c3nc4ccc(Cl)cc4s3)CC2)cc1` (centres undefined) gave RMI FANCM FP 53.
For COc1cc(OC)cc(C(=O)Nc2ccc3c(c2)CN(C(=O)c2cccs2)CC3)c1 the results were RMI FANCM FP 69.
For COc1ccc(C2C3CCc4ccccc4C3=NN2C(=O)CN2CCOCC2)cc1 (centres undefined) the results were RMI FANCM FP 55.
Screening O=C(NCC(c1cccs1)N1CCc2ccccc21)c1ccc(Br)cc1 (centres undefined) returned RMI FANCM FP 52.
`COc1ccccc1-c1ccc(N2CCN(S(C)(=O)=O)CC2)nn1` gave RMI FANCM FP 70.
CC(=O)C1CC(=O)OC(c2ccccc2)=N1 (centres undefined) was read as RMI FANCM FP 54.
O=C(COc1cccc2ccccc12)N/N=C\c1ccco1 was read as RMI FANCM FP 61.
Screening O=C(Cn1cnc2c(-c3ccc(Cl)cc3)csc2c1=O)Nc1ccc2c(c1)OCO2 returned RMI FANCM FP 106.
Cc1cccc(N2CCC(=NC(N)=S)N2)c1 was read as RMI FANCM FP 56.
CCOc1c[nH]c(C(=O)Nc2ccc3c(c2)OCCO3)cc1=O was read as RMI FANCM FP 57.
Cc1ccc(-n2nnnc2CNC(=O)COc2cccc3c2OC(C)(C)C3)cc1 was read as RMI FANCM FP 57.
For CCCc1cnc(NCCNCC(O)COc2ccc(Cl)c(Cl)c2)nc1 (centres undefined) the results were RMI FANCM FP 64.
For O=C(Cc1ccc(F)cc1)Nc1ccc2c(c1)N(C(=O)C1CC1)CC2 the results were RMI FANCM FP 66.
`C#CCn1c(=NC(=O)c2ccccc2F)sc2cccc(OCC)c21` gave RMI FANCM FP 57.
Screening Cc1nnc(SCC(=O)Nc2nsc(-c3ccccc3)n2)s1 returned RMI FANCM FP 61.
For COc1ccc(CCNC(=O)Nc2cn(C)c3ccccc23)cc1 the results were RMI FANCM FP 52.
`CCCc1noc(C)c1C(=O)O` gave RMI FANCM FP -5*.
`COc1ccc(C)cc1S(=O)(=O)NCc1ccsc1` gave RMI FANCM FP 68.
Screening Cc1nnc(NC(=O)c2cccn(OCc3ccc(F)cc3)c2=O)s1 returned RMI FANCM FP 58.
`Cc1noc(C)c1NC(=O)NCCN1CCN(Cc2ccccc2)CC1` gave RMI FANCM FP 57.
For Cc1cc(C(=O)Nc2nc(-c3ccc(C#N)cc3)cs2)no1 the results were RMI FANCM FP 66.
CC(C(=O)O)N1C(=O)/C(=C\c2ccc(-c3ccc(Cl)cc3Cl)o2)SC1=S (centres undefined) was read as RMI FANCM FP 207.
COc1ccc(Nc2nc3ccccc3nc2-c2ccccc2)cc1 was read as RMI FANCM FP 52.
O=C1c2cc([N+](=O)[O-])ccc2-c2c1cc([N+](=O)[O-])cc2C(=O)N(Cc1ccccc1)Cc1ccccc1 was read as RMI FANCM FP 59.
Screening Cc1ccc2oc(C(=O)NCCc3c[nH]c4ccccc34)cc2n1 returned RMI FANCM FP 56.
For CCC(Sc1nc(N)c(NC(=O)c2ccc(Br)o2)c(=O)[nH]1)C(=O)O (centres undefined) the results were RMI FANCM FP 67.
`NC(C(=O)N[C@@H]1C(=O)N2C(C(=O)O)=C(Cl)CS[C@H]12)c1ccccc1` (some centres undefined) gave RMI FANCM FP 59.
Screening O=C1c2cccc3cccc(c23)C(=O)N1Cc1ccccc1 returned RMI FANCM FP 59.
For CC(Oc1ccc2c(c1)OCO2)C(=O)N1CCN(c2ccc(-c3ccco3)nn2)CC1 (centres undefined) the results were RMI FANCM FP 68.
For O=C1c2cccc3cccc(c23)C(=O)N1CCCc1n[nH]c(=S)n1-c1ccccc1 the results were RMI FANCM FP 47.
`CN(C)C(=S)SCSC(=S)N(C)C` gave RMI FANCM FP 58.
For CCc1ccc(-n2c3c(c(=S)[nH]c2=O)CCC3)cc1 the results were RMI FANCM FP 65.
`O=[N+]([O-])c1ccc(S(=O)(=O)N2CCN=C2SCc2ccc(Cl)c(Cl)c2)cc1` gave RMI FANCM FP 55.
`N/C(=N\OC(=O)c1cccc(Cn2cc(C(F)(F)F)ccc2=O)c1)c1ccc(Cl)cc1` gave RMI FANCM FP 70.
Cc1cccc(C(=O)NCC(=O)NN)c1 was read as RMI FANCM FP 56.
Screening CC12CCC(C(=O)N3CCC(Cc4ccccc4)CC3)(C(=O)C1=O)C2(C)C (centres undefined) returned RMI FANCM FP 64.
Screening O=C(CSc1nnc(C2COc3ccccc3O2)o1)NCc1ccco1 (centres undefined) returned RMI FANCM FP 71.
`CS(=O)(=O)N1N=C(c2cccs2)CC1c1ccc2nccnc2c1` (centres undefined) gave RMI FANCM FP 63.
`O=S(=O)(NCc1ccccn1)c1cccc(C(F)(F)F)c1` gave RMI FANCM FP 76.
For Cc1cn2c(=O)c(C(=O)Nc3cccc(Cl)c3Cl)cnc2s1 the results were RMI FANCM FP 56.
For COc1ccc(-c2cc3c(=O)[nH]nc(SCc4nc(-c5ccc(F)cc5)no4)n3n2)cc1OC the results were RMI FANCM FP 76.
COc1ccc(C(=O)CSc2nc3cc(C(=O)NC(C)C)ccc3c(=O)n2CC(C)C)cc1OC was read as RMI FANCM FP 129.
CNCCNS(=O)(=O)c1cccc2cnccc12 was read as RMI FANCM FP 55.
